Assay outcomes: PubChem BioAssay, several laboratories
EBV LMP1 NFkB: EBV LMP1-driven NF-kappaB luciferase reporter inhibitors, primary screen, cell-based, luminescence, single point. LMP1-induced NF-kappaB luciferase reporter cells. inhibition, % at 12.5 µM. hit rate 0.69% among 350,000. AID 504558, 2011; in the data active = inhibition above about 41%;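 also: 0% = neutral control wells and 100% = reference inhibitor control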
ABHD5 PLIN5 PPI: ABHD5-PLIN5 interaction inhibitors, primary screen, cell lysate, split luciferase complementation, luminescence | Perilipin-5 (Homo sapiens) + 1-acylglycerol-3-phosphate O-acyltransferase ABHD5 (Homo … | Split G. princeps luciferase complementation, 4 h | inhibition, % at 4 µM | hit rate 0.78% among 360,000;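 active = inhibition above the mean inhibition across every tested compound plus 3 SD, cut at about 22% in these data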;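 also: 0% = DMSO only wells and the 100% control is not disclosed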
NOD2 RIPK2 PPI: NOD2-RIPK2 binding disruptors in cells, primary screen, fluorescence, CHO cells, BLA complementation; CCF4 ratio; inhibition, % at 4.98 µM; hit rate 0.38% among 360,000; AID 624267, 2012; in the data active = inhibition above about 21%;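 also: 0% = vehicle only and 100% = reference blocker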
MC4R ag barr: MC4R agonists recruiting beta-arrestin, primary screen, cell-based, luminescence, agonist arm of biased-ligand search; Melanocortin receptor 4 (Homo sapiens), P32245; U2OS MC4R beta-arrestin complementation; percent of melanotan II response, DMSO zero; activation, % at 8.9 µM; hit rate 0.98% among 360,000;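 active = activation above a per-plate cutoff, the mean activation of sample wells on that plate plus 3 SD, cut at about 8% in these data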
TLR9-MyD88 inh: inhibitors of TLR9-MyD88 association in cells, primary screen, cell-based, CHO, BLA complementation, fluorescence. inhibition, % at 4.98 µM. Toll-like receptor 9 (Homo sapiens) + Myeloid differentiation primary response protein …. hit rate 0.21% among 340,000. CCF4 FRET ratio;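 active = inhibition above the mean over all tested compounds plus 3 SD, cut at about 21% in these data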;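 also: 0% = DMSO only wells and 100% = clavulanate BLA inhibitor control wells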
Target sequence (Q99836 whole entry, looked up): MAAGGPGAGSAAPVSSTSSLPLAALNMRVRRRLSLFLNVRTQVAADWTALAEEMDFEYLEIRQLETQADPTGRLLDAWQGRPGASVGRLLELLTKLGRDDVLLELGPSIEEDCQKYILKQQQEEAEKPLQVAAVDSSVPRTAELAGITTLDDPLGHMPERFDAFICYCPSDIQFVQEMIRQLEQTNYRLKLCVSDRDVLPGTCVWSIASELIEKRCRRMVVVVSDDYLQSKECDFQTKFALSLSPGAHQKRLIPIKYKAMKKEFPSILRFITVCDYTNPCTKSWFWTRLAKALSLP
Target sequence (Q9NR96 whole entry, looked up): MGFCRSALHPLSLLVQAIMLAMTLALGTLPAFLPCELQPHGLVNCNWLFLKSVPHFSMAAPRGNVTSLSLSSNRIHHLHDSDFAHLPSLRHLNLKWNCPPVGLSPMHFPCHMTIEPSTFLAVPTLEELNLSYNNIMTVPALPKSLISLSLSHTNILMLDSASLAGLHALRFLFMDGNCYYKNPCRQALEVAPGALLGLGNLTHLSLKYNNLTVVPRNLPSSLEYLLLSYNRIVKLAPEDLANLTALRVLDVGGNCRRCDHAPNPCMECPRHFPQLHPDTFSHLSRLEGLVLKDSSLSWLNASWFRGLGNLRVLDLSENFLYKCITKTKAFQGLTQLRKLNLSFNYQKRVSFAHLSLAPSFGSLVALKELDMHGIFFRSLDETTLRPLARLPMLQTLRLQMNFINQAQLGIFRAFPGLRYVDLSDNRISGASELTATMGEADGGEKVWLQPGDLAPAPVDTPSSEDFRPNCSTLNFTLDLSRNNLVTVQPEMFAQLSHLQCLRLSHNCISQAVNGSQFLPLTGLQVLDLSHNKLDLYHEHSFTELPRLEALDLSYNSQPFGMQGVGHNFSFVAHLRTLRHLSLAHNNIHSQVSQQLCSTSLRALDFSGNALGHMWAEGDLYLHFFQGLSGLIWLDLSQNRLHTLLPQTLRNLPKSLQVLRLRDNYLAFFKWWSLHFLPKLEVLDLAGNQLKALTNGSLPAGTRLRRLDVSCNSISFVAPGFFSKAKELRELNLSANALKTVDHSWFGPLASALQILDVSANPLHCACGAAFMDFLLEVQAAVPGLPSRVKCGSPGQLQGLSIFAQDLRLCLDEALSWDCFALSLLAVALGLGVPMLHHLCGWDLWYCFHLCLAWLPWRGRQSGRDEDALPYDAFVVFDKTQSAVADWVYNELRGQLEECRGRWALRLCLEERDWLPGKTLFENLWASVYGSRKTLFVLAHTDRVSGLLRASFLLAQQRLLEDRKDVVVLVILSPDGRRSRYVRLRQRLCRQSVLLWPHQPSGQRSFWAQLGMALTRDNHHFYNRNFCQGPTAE
NR2F2 inh: NR2F2 transcriptional activity inhibitors, primary screen, cell-based, luciferase reporter, HEK293T, luminescence | COUP transcription factor 2 (Homo sapiens), P24468 | HEK293T NGFI-A luciferase reporter | inhibition, % at 8.6 µM | hit rate 0.7% among 370,000;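 active = inhibition above a per-plate cutoff, mean inhibition of test wells between control levels plus 3 SD, cut at about 38% in these data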;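 also: cells cotransfected with COUP-TFII expression vector driving the NGFI-A reporter; 0% = median of COUP-TF2 test wells and 100% = reporter-only cells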
MC4R antag cAMP: MC4R antagonists of cAMP signaling, primary screen, cell-based, TR-FRET, antagonist arm of biased-ligand search | MC4R-expressing cells, MTII-stimulated cAMP, LANCE TR-FRET | Melanocortin receptor 4 (Homo sapiens), P32245 | hit rate 0.48% among 360,000 | inhibition, % at 6.5 µM | AID 540295, 2011;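 active = inhibition above its plate's cutoff, the mean of tested wells on that plate plus 3 SD, cut at about 29% in these data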;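 also: 0% = Melanotan II alone and 100% = Melanotan II plus saturating MCL0020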
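Material: human MC4R-expressing U2OS cells. Probe or stimulus: Melanotan II challenge. Dosing: 6.5 µM single dose. Times: 30-min compound, 1-h challenge, 1-h detection, room temperature. Technique: TR-FRET with Eu-cAMP and labeled anti-cAMP, 671 nm. Replication: singlicate.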
LRH-1 inv ag: LRH-1 (NR5A2) inverse agonists, primary screen, cell-based, luminescence, HEK293T, StAR-luciferase reporter; LRH-1 transfected, 24 h; inhibition, % at 3.6 µM; hit rate 0.13% among 360,000; AID 602396, 2012;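 active = inhibition above the mean inhibition of all tested compounds plus 3 SD, cut at about 73% in these data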;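 also: 0% = DMSO wells and 100% = reporter-only cells lacking LRH-1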
SRC2 inh: inhibition of GAL4-SRC2 driven luciferase reporter, primary screen, SRC2 inhibitor project, cell-based, luminescence. Nuclear receptor coactivator 2 (Homo sapiens), Q15596. AID 651957, 2012. inhibition, % at 9 µM. hit rate 0.17% among 370,000. HEK293 GAL4-SRC2 luciferase reporter;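 active = inhibition above the mean inhibition of all tested compounds plus 3 SD, set per campaign, cut at about 52% in these data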;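 also: 0% = DMSO treated cells and 100% = cells given Gossypol at 36 µM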
SRC3 inh: SRC3 coactivator transcriptional activity inhibitors, primary screen, cell-based, luminescence. Nuclear receptor coactivator 3 (Homo sapiens), Q9Y6Q9. HEK293 GAL4-SRC3 luciferase reporter. inhibition, % at 3.6 µM. hit rate 0.17% among 360,000. AID 588352, 2011;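 active = inhibition above a per-campaign cutoff, the mean of all compounds plus 3 SD, cut at about 60% in these data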;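 also: 0% = DMSO-treated cells and 100% = gossypol-treated cells at 36 µM; higher means less SRC3-driven luciferase light from the GAL4 reporter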
SRC1 inh: SRC1 coactivator transcriptional activity inhibitors, primary screen, cell-based, luminescence; HEK293 GAL4-SRC1 luciferase reporter; inhibition, % at 3.6 µM; Nuclear receptor coactivator 1 (Homo sapiens), Q15788; hit rate 0.12% among 360,000;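 active = inhibition above the campaign mean plus 3 SD, with each screening campaign given its own cutoff, cut at about 60% in these data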;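 also: 0% = DMSO treated cells and 100% = gossypol at 36 µM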
* = called active by the depositor. These rows are one share of the data; the hit share may differ from the screen's.

`Cc1ccc2c(c1)c1c3n2CCN(CCC(=O)O)C3CCC1` (configuration not stated) gave EBV LMP1 NFkB -17, ABHD5 PLIN5 PPI 2, NOD2 RIPK2 PPI -6, MC4R ag barr 0.8, TLR9-MyD88 inh 1, NR2F2 inh 8, MC4R antag cAMP -1, LRH-1 inv ag 0, SRC2 inh -19, SRC3 inh -7 and SRC1 inh -2.
`O=C(N/N=C/c1ccc(O)cc1O)C(=O)N/N=C/c1ccc(O)cc1O` gave EBV LMP1 NFkB -31, ABHD5 PLIN5 PPI 10, NOD2 RIPK2 PPI 16, MC4R ag barr 0.1, TLR9-MyD88 inh 13, NR2F2 inh -1, MC4R antag cAMP 13, LRH-1 inv ag -14, SRC2 inh -8, SRC3 inh -19 and SRC1 inh 11.
Screening Cc1ccc(S(=O)(=O)N(C)C)cc1NC(=S)NC(=O)C12CC3CC(CC(C3)C1)C2 returned EBV LMP1 NFkB 27, ABHD5 PLIN5 PPI 0, NOD2 RIPK2 PPI -10, MC4R ag barr 0.8, TLR9-MyD88 inh 14, NR2F2 inh -5, MC4R antag cAMP 8, LRH-1 inv ag 9, SRC2 inh -1, SRC3 inh 14 and SRC1 inh -31.
`CCC1(c2ccc(Cl)cc2)NC(=O)N(CC(=O)NC2(C#N)CCCCC2)C1=O` (configuration not stated) gave EBV LMP1 NFkB 3, ABHD5 PLIN5 PPI 6, NOD2 RIPK2 PPI -8, MC4R ag barr -1.7, TLR9-MyD88 inh 11, NR2F2 inh -2, MC4R antag cAMP 0, LRH-1 inv ag -5, SRC2 inh -32, SRC3 inh 3 and SRC1 inh 0.
For Cc1cccc(-n2cnc(C(=O)O)c2)n1 the results were EBV LMP1 NFkB -17, ABHD5 PLIN5 PPI -4, NOD2 RIPK2 PPI 4, MC4R ag barr -3.0, TLR9-MyD88 inh -5, NR2F2 inh 2, MC4R antag cAMP 12, LRH-1 inv ag 11, SRC2 inh 13, SRC3 inh -23 and SRC1 inh -4.
Screening CCOc1ccc(CCNC(=O)COC(=O)c2cccs2)cc1OCC returned EBV LMP1 NFkB -3, ABHD5 PLIN5 PPI 1, NOD2 RIPK2 PPI -6, MC4R ag barr 1.1, TLR9-MyD88 inh -2, NR2F2 inh -10, MC4R antag cAMP -4, LRH-1 inv ag 25, SRC2 inh -5, SRC3 inh -10 and SRC1 inh 3.
CCCN1C(=O)C(NC(=O)c2ccncc2)(C(F)(F)F)C2=C1CC(C)(C)CC2=O (configuration not stated) was read as EBV LMP1 NFkB -3, ABHD5 PLIN5 PPI -4, NOD2 RIPK2 PPI 0, MC4R ag barr -1.0, TLR9-MyD88 inh -3, NR2F2 inh 6, MC4R antag cAMP 2, LRH-1 inv ag 2, SRC2 inh -8, SRC3 inh 10 and SRC1 inh -11.
Screening Cc1nn(C(=O)c2nn(C)cc2[N+](=O)[O-])c(C)c1Cl returned EBV LMP1 NFkB 7, ABHD5 PLIN5 PPI -5, NOD2 RIPK2 PPI 1, MC4R ag barr -1.8, TLR9-MyD88 inh -6, NR2F2 inh -14, MC4R antag cAMP 9, LRH-1 inv ag -6, SRC2 inh 9, SRC3 inh 14 and SRC1 inh -5.
`CCOC(=O)c1cc(C#N)c(N2CCN(c3ccccn3)CC2)nc1-c1ccccc1` gave EBV LMP1 NFkB 7, ABHD5 PLIN5 PPI 0, NOD2 RIPK2 PPI -8, MC4R ag barr -0.6, TLR9-MyD88 inh 8, NR2F2 inh -13, MC4R antag cAMP -3, LRH-1 inv ag -4, SRC2 inh 10, SRC3 inh 5 and SRC1 inh -15.
For CCCNC(=O)c1c(O)c2cccc3c2n(c1=O)CCC3 the results were EBV LMP1 NFkB -4, ABHD5 PLIN5 PPI 6, NOD2 RIPK2 PPI -9, MC4R ag barr 0.9, TLR9-MyD88 inh 2, NR2F2 inh 10, MC4R antag cAMP -1, LRH-1 inv ag 9, SRC2 inh -28, SRC3 inh 9 and SRC1 inh 24.
Screening Cc1ccc(CC(CC(=O)O)C(=O)Nc2ccc(Cl)cc2)cc1 (configuration not stated) returned EBV LMP1 NFkB -7, ABHD5 PLIN5 PPI -4, NOD2 RIPK2 PPI -3, MC4R ag barr -0.7, TLR9-MyD88 inh -1, NR2F2 inh -6, MC4R antag cAMP 6, LRH-1 inv ag -4, SRC2 inh -15, SRC3 inh -19 and SRC1 inh 1.
CCc1ccc(C(O)(CNCc2ccccc2)c2ccccc2)cc1 (configuration not stated) was read as EBV LMP1 NFkB 0, ABHD5 PLIN5 PPI -4, NOD2 RIPK2 PPI -9, MC4R ag barr 1.1, TLR9-MyD88 inh -3, NR2F2 inh 15, MC4R antag cAMP 1, LRH-1 inv ag 5, SRC2 inh 3, SRC3 inh -3 and SRC1 inh -6.
For Cc1ccc(C2(C)NC(=O)N(CC(=O)NC3CCCCC3)C2=O)cc1 (configuration not stated) the results were EBV LMP1 NFkB -1, ABHD5 PLIN5 PPI 6, NOD2 RIPK2 PPI 6, MC4R ag barr -1.1, TLR9-MyD88 inh -1, NR2F2 inh 13, MC4R antag cAMP 21, LRH-1 inv ag -7, SRC2 inh -28, SRC3 inh -12 and SRC1 inh -11.
O=C(CSc1nc(=O)n(CCCN2CCOCC2)c2c1CCCC2)Nc1ccc(Cl)cc1 was read as EBV LMP1 NFkB -13, ABHD5 PLIN5 PPI 2, NOD2 RIPK2 PPI 1, MC4R ag barr -2.5, TLR9-MyD88 inh 5, NR2F2 inh -2, MC4R antag cAMP 6, LRH-1 inv ag -11, SRC2 inh -9, SRC3 inh 18 and SRC1 inh -3.
`COc1ccc(-c2nnn(CC(=O)N(Cc3ccco3)C(C(=O)NCC3CCCO3)c3ccco3)n2)cc1` (configuration not stated) gave EBV LMP1 NFkB 7, ABHD5 PLIN5 PPI 9, NOD2 RIPK2 PPI 3, MC4R ag barr -1.7, TLR9-MyD88 inh 4, NR2F2 inh 8, MC4R antag cAMP -2, LRH-1 inv ag 15, SRC2 inh -23, SRC3 inh -1 and SRC1 inh 1.
`O=C(NCC1CCCCC1)c1cc(S(=O)(=O)N2CCCCC2)ccc1N1CCOCC1` gave EBV LMP1 NFkB 4, ABHD5 PLIN5 PPI -2, NOD2 RIPK2 PPI 2, MC4R ag barr -0.8, TLR9-MyD88 inh -4, NR2F2 inh -7, MC4R antag cAMP -3, LRH-1 inv ag -3, SRC2 inh -4, SRC3 inh 3 and SRC1 inh -1.
Screening O=C(COC(=O)c1c(Cl)cccc1Cl)NCC1CCCO1 (configuration not stated) returned EBV LMP1 NFkB -3, ABHD5 PLIN5 PPI 1, NOD2 RIPK2 PPI -3, MC4R ag barr -2.4, TLR9-MyD88 inh -5, NR2F2 inh 20, MC4R antag cAMP 6, LRH-1 inv ag 9, SRC2 inh 1, SRC3 inh 22 and SRC1 inh 5.
For COc1ccc(C2/C(=C(\O)c3ccc4c(c3)CC(C)O4)C(=O)C(=O)N2Cc2cccnc2)c(OC)c1 (configuration not stated) the results were EBV LMP1 NFkB 10, ABHD5 PLIN5 PPI 3, NOD2 RIPK2 PPI -1, MC4R ag barr -2.3, TLR9-MyD88 inh -17, NR2F2 inh 17, MC4R antag cAMP 13, LRH-1 inv ag 1, SRC2 inh -5, SRC3 inh -1 and SRC1 inh 1.
Screening COc1ccc(-c2cc(C(F)F)n3ncc(C(=O)N4CCc5ccccc54)c3n2)cc1 returned EBV LMP1 NFkB 19, ABHD5 PLIN5 PPI 2, NOD2 RIPK2 PPI -4, MC4R ag barr -0.5, TLR9-MyD88 inh 0, NR2F2 inh -1, MC4R antag cAMP 5, LRH-1 inv ag -3, SRC2 inh 21, SRC3 inh 24 and SRC1 inh 6.
COc1ccc(-c2csc(N(CCCN(C)C)C(=O)c3cc(OC)c(OC)c(OC)c3)n2)cc1 was read as EBV LMP1 NFkB -1, ABHD5 PLIN5 PPI 3, NOD2 RIPK2 PPI 4, MC4R ag barr -0.7, TLR9-MyD88 inh -11, NR2F2 inh 2, MC4R antag cAMP 2, LRH-1 inv ag 0, SRC2 inh -4, SRC3 inh 5 and SRC1 inh -6.
For Cc1ccc(Nc2ncccc2C(N)=O)cc1[N+](=O)[O-] the results were EBV LMP1 NFkB -1, ABHD5 PLIN5 PPI 4, NOD2 RIPK2 PPI -15, MC4R ag barr -2.0, TLR9-MyD88 inh -6, NR2F2 inh -35, MC4R antag cAMP -13, LRH-1 inv ag -124, SRC2 inh -39, SRC3 inh -56 and SRC1 inh -80.
`CCOC(=O)c1sc(NC(=O)CSc2nc3ccccc3o2)c(C(=O)OCC)c1C` gave EBV LMP1 NFkB -4, ABHD5 PLIN5 PPI 2, NOD2 RIPK2 PPI 1, MC4R ag barr -2.3, TLR9-MyD88 inh 0, NR2F2 inh 0, MC4R antag cAMP 6, LRH-1 inv ag 5, SRC2 inh -19, SRC3 inh 8 and SRC1 inh 9.
O=C(CCN1C(=O)C2CC=C(Cl)CC2C1=O)NCc1ccco1 (configuration not stated) was read as EBV LMP1 NFkB 4, ABHD5 PLIN5 PPI -2, NOD2 RIPK2 PPI -8, MC4R ag barr -0.6, TLR9-MyD88 inh 1, NR2F2 inh -2, MC4R antag cAMP -1, LRH-1 inv ag 4, SRC2 inh 5, SRC3 inh -1 and SRC1 inh -16.
